BH1578 lux ind: inducers of Vibrio cholerae quorum light production without autoinducers, primary screen, BH1578 luxS cqsA deficient, single point; AID 588436, 2011; 350,000 compounds, 0.16% hits; activation, % at 18.7 µM; V. cholerae BH1578 lux reporter, luminescence, 6 h; in the data active = activation mostly above about 9.7%, no sharp cut-off; inconclusive = no clear call, values can overlap the other calls; inactive = mostly below about 3.7%; note: not every result past the cut was called active; inactives centre near 0; reference of the scale not given here
Y pestis TopoI: Yersinia pestis topoisomerase I inhibitors, primary screen, biochemical, cleavage product accumulation, plate reader, single point; Y. pestis Topo-I cleavage product accumulation; activity, % at 10 µM; 360,000 compounds, 0.064% hits; in the data active = activity above about 50%, passing the limit was not always enough; inconclusive = no clear call, values can overlap the other calls; note: inactives centre near 2
Anthrax LF prot: Bacillus anthracis LF protease inhibitors, primary screen, biochemical, multiplex microsphere, MLPCN library. 360,000 compounds, 0.12% hits. multiplex microsphere protease cleavage assay. AID 588501, 2011. inhibition, % at 10 µM; in the data active = inhibition above about 30%; inconclusive = no clear call, values can overlap the other calls; note: plate controls were buffer without enzyme for full effect and enzyme alone for no effect
MazF activator: activators of E. coli MazEF toxin-antitoxin RNase, primary screen, biochemical, fluorescence, uHTS | FAM/BHQ RNA-DNA oligo cleavage fluorescence, 5 h | Endoribonuclease toxin MazF (Escherichia coli (strain K12)), P0AE70 | activation, % at 20 µM | 350,000 compounds, 0.32% hits; in the data active = activation above about 50%
PfHsp40 yeast: rescue of yeast from PfHsp40 toxicity, primary screen, S. cerevisiae, ATP luminescence; S. cerevisiae expressing PfHsp40, growth rescue; 340,000 compounds, 0.68% hits; AID 504582, 2011; growth rescue, % at 12.5 µM; in the data active = growth rescue above about 28%, passing the limit was not always enough; inconclusive = no clear call, values can overlap the other calls;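 note: yeast W303a lacking pdr1 and pdr3 grown in galactose medium; growth measured after three days at 30 °C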
TcdB GH inh: TcdB glycohydrolase inhibitors, primary screen, biochemical, single point, plate reader. 350,000 compounds, 0.24% hits. Toxin B (Clostridioides difficile), P18177. inhibition, % at 9.99 µM. AID 652162, 2013. TcdB glycohydrolase enzymatic assay; in the data active = inhibition above about 10%
Target sequence (P18177 whole entry, looked up): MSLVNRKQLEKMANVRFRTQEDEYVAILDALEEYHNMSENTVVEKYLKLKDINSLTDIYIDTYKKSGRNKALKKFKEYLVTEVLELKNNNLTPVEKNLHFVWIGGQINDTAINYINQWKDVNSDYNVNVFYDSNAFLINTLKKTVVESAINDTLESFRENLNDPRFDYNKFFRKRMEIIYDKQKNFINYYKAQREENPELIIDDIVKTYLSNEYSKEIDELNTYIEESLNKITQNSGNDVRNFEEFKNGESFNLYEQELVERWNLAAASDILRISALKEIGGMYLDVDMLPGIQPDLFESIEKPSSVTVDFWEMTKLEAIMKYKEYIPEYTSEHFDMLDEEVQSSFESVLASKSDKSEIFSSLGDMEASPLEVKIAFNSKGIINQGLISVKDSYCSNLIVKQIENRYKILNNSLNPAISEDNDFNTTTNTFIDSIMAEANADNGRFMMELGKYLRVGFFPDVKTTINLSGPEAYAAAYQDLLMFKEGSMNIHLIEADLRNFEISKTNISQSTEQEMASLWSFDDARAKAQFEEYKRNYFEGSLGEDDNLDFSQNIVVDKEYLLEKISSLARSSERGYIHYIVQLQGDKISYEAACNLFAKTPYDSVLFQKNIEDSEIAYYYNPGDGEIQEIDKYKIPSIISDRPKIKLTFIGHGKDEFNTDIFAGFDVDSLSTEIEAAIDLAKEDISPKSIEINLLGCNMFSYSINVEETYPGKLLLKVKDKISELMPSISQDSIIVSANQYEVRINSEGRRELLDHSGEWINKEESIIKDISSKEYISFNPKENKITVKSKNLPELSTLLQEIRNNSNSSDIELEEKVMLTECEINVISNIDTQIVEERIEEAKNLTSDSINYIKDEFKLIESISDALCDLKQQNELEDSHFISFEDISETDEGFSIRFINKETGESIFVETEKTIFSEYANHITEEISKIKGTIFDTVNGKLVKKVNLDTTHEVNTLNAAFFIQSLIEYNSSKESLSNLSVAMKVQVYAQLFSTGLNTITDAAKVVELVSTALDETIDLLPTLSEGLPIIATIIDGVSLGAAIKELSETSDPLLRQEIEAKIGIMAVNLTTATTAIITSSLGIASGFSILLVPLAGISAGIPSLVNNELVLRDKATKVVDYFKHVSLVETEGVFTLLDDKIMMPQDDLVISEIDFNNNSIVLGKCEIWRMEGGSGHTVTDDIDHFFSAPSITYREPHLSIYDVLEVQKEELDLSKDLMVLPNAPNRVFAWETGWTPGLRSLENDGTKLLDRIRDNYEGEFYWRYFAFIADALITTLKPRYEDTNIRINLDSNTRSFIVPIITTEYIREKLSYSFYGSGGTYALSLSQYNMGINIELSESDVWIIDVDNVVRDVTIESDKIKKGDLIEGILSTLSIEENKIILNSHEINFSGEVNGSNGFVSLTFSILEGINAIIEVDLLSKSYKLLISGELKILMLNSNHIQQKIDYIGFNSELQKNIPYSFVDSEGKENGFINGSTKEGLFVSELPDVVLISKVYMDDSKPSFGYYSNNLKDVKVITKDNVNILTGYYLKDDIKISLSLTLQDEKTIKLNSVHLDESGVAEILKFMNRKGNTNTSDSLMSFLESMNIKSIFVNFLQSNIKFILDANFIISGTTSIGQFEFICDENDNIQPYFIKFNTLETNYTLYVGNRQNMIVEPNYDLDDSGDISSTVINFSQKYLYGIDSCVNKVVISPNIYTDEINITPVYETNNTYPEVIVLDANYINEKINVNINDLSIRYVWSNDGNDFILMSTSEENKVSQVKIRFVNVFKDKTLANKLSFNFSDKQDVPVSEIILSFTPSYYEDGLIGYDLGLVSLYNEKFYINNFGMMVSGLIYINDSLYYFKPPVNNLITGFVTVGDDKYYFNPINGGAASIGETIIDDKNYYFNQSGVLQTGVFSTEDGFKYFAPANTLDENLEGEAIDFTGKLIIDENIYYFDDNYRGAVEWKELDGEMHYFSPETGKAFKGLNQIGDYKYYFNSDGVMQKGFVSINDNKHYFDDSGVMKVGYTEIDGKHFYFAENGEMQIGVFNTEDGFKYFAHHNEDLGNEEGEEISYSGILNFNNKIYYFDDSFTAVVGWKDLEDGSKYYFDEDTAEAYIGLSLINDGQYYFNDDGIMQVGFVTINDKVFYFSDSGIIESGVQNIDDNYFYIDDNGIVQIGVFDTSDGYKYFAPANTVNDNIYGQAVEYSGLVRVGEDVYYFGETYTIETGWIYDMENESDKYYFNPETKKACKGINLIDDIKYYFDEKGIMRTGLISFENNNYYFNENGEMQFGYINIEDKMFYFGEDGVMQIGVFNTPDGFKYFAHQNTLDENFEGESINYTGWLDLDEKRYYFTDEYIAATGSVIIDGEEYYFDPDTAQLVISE
3CLpro inhibitor: SARS-CoV 3CLpro protease inhibitors, primary screen, biochemical, quenched FRET | Replicase polyprotein 1ab (Severe acute respiratory syndrome coronavirus), P0C6X7 | recombinant SARS-CoV 3CLpro, quenched FRET peptide cleavage | inhibition, % at 6 µM | 290,000 compounds, 0.14% hits | AID 1706, 2009; in the data active = inhibition above about 12%
VHR inh abs: VHR1 phosphatase inhibitors, primary screen, biochemical, absorbance, uHTS; recombinant VHR phosphatase, pNPP absorbance; inhibition, % at 13.3 µM; 290,000 compounds, 0.52% hits; AID 1654, 2009; in the data active = inhibition above about 50%; note: some compounds called inactive have numbers as strong as hits
Rv3671c inh: Rv3671c serine protease inhibitors, primary screen, biochemical, fluorescence polarization, M. tuberculosis H37Rv; inhibition, % at 5.96 µM; 320,000 compounds, 0.048% hits; AID 2606, 2010; in the data active = inhibition above about 38%;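 note: extracellular domain of Rv3671c used as enzyme; 0% = enzyme with DMSO and 100% = no enzyme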
PriA SSB inh: inhibitors of Klebsiella pneumoniae PriA binding to SSB C-terminal tail, primary screen, biochemical, AlphaScreen; AlphaScreen SSBct-PriA binding, biotinylated peptide; AID 1272365, 2023; 430,000 compounds, 0.6% hits; inhibition, % at 33 µM; PriA–SSB C-terminal tail interaction (Klebsiella pneumoniae); in the data active = inhibition mostly above about 37%, no sharp cut-off; inactive = mostly below about 20%;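 note: plate controls were negative control peptide for no effect and reference peptide for full effect; strong numbers were not always called active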
Numbers without * were called inactive; i = inactive; ? = inconclusive; · = no result given. Only part of the results is shown (hit frequency here may not be typical).

No.	canonical_smiles	BH1578 lux ind	Y pestis TopoI	Anthrax LF prot	MazF activator	PfHsp40 yeast	TcdB GH inh	3CLpro inhibitor	VHR inh abs	Rv3671c inh	PriA SSB inh
1	COc1ccc(N2CCN(C3CCCN(Cc4cccc(C(C)=O)c4)C3)CC2)cc1 (centres undefined)	-0.3	14	-11	3	1.1	0.7	-6	44	-2	5
2	COc1ccc(C(C)=O)cc1COC(=O)c1ccc(S(=O)(=O)N(C)C)cc1	i	14	2	-1	0.9	2.2	-1	23	-1	-11
3	CCOC(=O)CC(SP1(=S)OCC2(CC=CCC2)CO1)C(=O)OCC (centres undefined)	i	14	-4	6	-0.8	1.0	·	·	·	-10
4	CCOC(=O)c1cc(-c2ccccc2C)n(CC2CC(c3ccc(OC)cc3)=NO2)n1 (centres undefined)	-0.9	30	-2	9	5.5	-9.4	·	·	1	-25
5	O=C1NCC(COCc2ccccc2)O1 (centres undefined)	i	5	-2	9	-1.0	·	-4	13	-35	-5
6	COCCNC(=O)c1ccc(Cn2c(SCC(=O)NCC3CCCO3)nc3ccc(Br)cc3c2=O)cc1 (centres undefined)	i	30	1	6	?	0.6	3	-4	-11	1
7	O=C(NCCN1CCOCC1)c1cccc(S(=O)(=O)N(Cc2ccccc2)c2ccccc2)c1	i	12	0	4	-0.5	1.8	·	·	-2	-1
8	Cc1ccc(NC(=O)COc2ccc3c(c2)OCO3)c(C)c1	i	-14	-5	3	-0.1	1.3	·	·	-3	-14
9	O=C(O)Cc1ccc(NC(=O)c2ccc(NC(=O)C3CC3)cc2)cc1	i	-2	2	-4	-0.8	0.6	-10	-7	-7	-6
10	O=C(/C=C/c1ccccc1[N+](=O)[O-])N1CCOCC1	i	-8	8	2	-0.6	0.5	-2	5	-13	0
11	CC(=O)c1ccc(N2CCN(C(=O)C3(S(=O)(=O)c4ccc(Cl)cc4)CC3)CC2)cc1	1.4	10	-1	-4	5.3	·	-1	20	3	7
12	Cc1ccc(S(=O)(=O)CC(O)COc2ccc(F)cc2Cl)c(C)c1 (centres undefined)	-0.3	6	-2	-3	2.6	2.3	2	-3	-4	-6
13	COc1ccc(NC(=O)CCS(=O)(=O)c2ccc3c(c2)oc(=O)n3C)cc1	5.6	-4	2	-11	1.1	-1.6	-3	-3	8	-4
14	CC(C)(O)C#Cc1ccc(CN2CCC(CO)(CCc3ccccc3)CC2)cc1	i	33	-6	-3	1.0	-0.2	1	4	-7	7
15	O=C(Nc1ccccc1C(F)(F)F)c1cc(-c2ccccc2O)on1	-0.4	1	-3	-2	-0.2	·	3	-4	-12	-8
16	COC(=O)c1c(O)cc(=O)n2c1CCCCC2	1.6	0	-6	6	-0.9	1.4	0	7	-2	3
17	O=C(Nc1ccc(N2CCN(C(=O)c3ccccc3F)CC2)cc1)c1ncn[nH]1	-0.8	0	1	7	-1.6	1.0	-1	6	-5	13
18	Cc1ccccc1C(=O)OCCCN=C1NS(=O)(=O)c2ccccc21	0.9	-6	1	5	-1.0	·	4	13	4	-4
19	Cc1nnc(SCC(=O)Nc2ccc(Oc3ccccc3)cc2)n1N	i	-3	-1	-4	-0.1	·	-2	-2	12	-10
20	O=C(NC(=S)Nc1ccc(N2CCOCC2)cc1)c1cccc(Cl)c1	-0.3	18	-2	5	3.5	2.3	2	2	9	6
21	CN1CCN(CC(=O)n2c3c(c4ccccc42)CCCC3)CC1	-1.7	0	-3	2	-0.2	·	3	35	-21	8
22	O=C(Cn1c2c(sc1=O)C1c3ccccc3OCC1CS2)Nc1ccc(Cl)cc1 (centres undefined)	-3.6	0	-1	7	1.4	·	-5	34	-24	-11
23	Cc1noc(C)c1S(=O)(=O)Nc1ccccc1Oc1ccccc1	-0.4	3	1	7	1.1	8.6	9	13	-3	-25
24	CC(=O)c1ccc(CC2SC(N)=NC2=O)cc1 (centres undefined)	-0.6	-4	-10	2	-1.3	-0.6	4	10	2	·
25	O=C(NS(=O)(=O)Nc1ccccn1)c1c[nH]c2ccccc12	-3.1	1	0	-3	1.8	0.4	-1	-8	-2	-19
26	Cn1cc(-c2ccccc2C(=O)O)c(=O)c2cc(Cl)ccc21	-0.4	6	-4	-10	-0.2	0.5	0	23	1	-5
27	CC(=O)C[C@@H](O)CC(=O)[C@H]1OC(=O)CCCCCCCCc2ccccc21	-8.3	29	-5	-19	-0.4	0.7	·	·	-1	-11
28	Cc1c(C(=O)O)oc2c1/C(=N\O)CCC2	i	0	0	6	0.5	-0.8	-4	3	4	·
29	NS(=O)(=O)c1ccc(CCNC(=O)c2cccc(S(=O)(=O)N3CCCC3)c2)cc1	-1.3	20	-1	-1	1.4	7.2	·	·	-1	5
30	COc1cccc(NC(=O)COC(=O)CCSc2ccccc2)c1	i	11	-6	-2	0.4	-0.2	·	·	2	-20

Gathered by group, the entries above containing an NH in an aromatic ring.
No.	canonical_smiles	BH1578 lux ind	Y pestis TopoI	Anthrax LF prot	MazF activator	PfHsp40 yeast	TcdB GH inh	3CLpro inhibitor	VHR inh abs	Rv3671c inh	PriA SSB inh
17	O=C(Nc1ccc(N2CCN(C(=O)c3ccccc3F)CC2)cc1)c1ncn[nH]1	-0.8	0	1	7	-1.6	1.0	-1	6	-5	13
25	O=C(NS(=O)(=O)Nc1ccccn1)c1c[nH]c2ccccc12	-3.1	1	0	-3	1.8	0.4	-1	-8	-2	-19

The list goes on.
No.	canonical_smiles	BH1578 lux ind	Y pestis TopoI	Anthrax LF prot	MazF activator	PfHsp40 yeast	TcdB GH inh	3CLpro inhibitor	VHR inh abs	Rv3671c inh	PriA SSB inh
31	Cc1ccc(CN2CCN(Cc3cnc(N4CCOCC4)s3)CC2CCO)cc1 (centres undefined)	-3.1	2	-3	4	0.3	0.9	4	23	0	1
32	CCOC(=O)CC1COCCN1C(=O)c1cc(COc2ccc(F)c(F)c2)on1 (centres undefined)	i	15	2	-2	-0.6	3.3	-3	-31	-11	-11
33	COc1ccc(S(=O)(=O)N2CCCC(C(=O)N3CCN(C)CC3)C2)cc1C (centres undefined)	-25	3	2	1	-0.4	·	-6	9	-2	-1
34	CC1=C(C(=O)Nc2ccccc2)C(c2ccncc2)C(C#N)=C(SCC(=O)Nc2ccccc2)N1 (centres undefined)	0.3	-5	2	0	-0.2	·	2	30	-2	7
35	Cc1sc(Nc2ccc([N+](=O)[O-])cc2)nc1-c1c(C)n(C)n(-c2ccccc2)c1=O	i	-5	-2	4	2.0	·	-6	24	5	-11
36	O=C(CCCn1c(=S)[nH]c2ccsc2c1=O)Nc1ccc2c(c1)OCO2	0.6	-9	-1	8	-2.7	0.0	5	2	3	-10
37	COc1ccc(OC)c(C(C)NC=O)c1 (centres undefined)	0.1	-4	-4	3	-1.8	0.3	-1	6	2	7
38	O=C(Cc1ccc(Cl)cc1Cl)Nc1cccc(S(=O)(=O)Nc2ccccc2F)c1	-0.4	7	-1	-1	-0.7	-0.6	-1	8	-37	3
39	Cc1cccc(NC(NC(=O)c2ccccc2[N+](=O)[O-])C(Cl)(Cl)Cl)c1 (centres undefined)	i	1	-2	3	-1.5	·	-5	-5	-7	5
40	Cc1cccc(N(C)C(=O)c2cnn(-c3ccccc3)c2C)c1	i	7	·	-1	2.1	1.5	0	5	12	-11
41	CC(=O)Nc1cccc(/C(C)=N/NC(=O)c2c(-c3ccccc3Cl)noc2C)c1	-0.7	2	-2	5	0.0	·	2	-5	12	·
42	O=C(Nc1ccccc1O)c1cc2cc(Br)ccc2oc1=O	i	-1	7	6	-1.6	-0.1	-1	-28	-22	9
43	Cc1cnn(C(=O)c2ccccc2Br)c1	·	·	·	-3	·	0.4	-1	-20	-3	-16
44	Cc1[nH]c(=O)[nH]c(=O)c1S(=O)(=O)N1CCN(c2ccccc2)CC1	-0.9	1	-5	2	0.3	-0.9	-1	3	-7	-9
45	COc1ccccc1NC(=O)C(Cc1ccc(Cl)cc1)c1nn[nH]n1 (centres undefined)	-0.4	-5	-4	-1	-0.3	·	-4	6	-1	-14
46	O=C(Nc1cccc2ccccc12)c1ccc([N+](=O)[O-])o1	8.3	-2	1	5	0.9	-1.5	4	0	-5	-10
47	c1ccc(SCCN2CCN(c3ccccc3)CC2)cc1	i	25	18	-2	-0.2	4.0	1	·	-3	-3
48	O=S(=O)(NCCc1ccccc1)c1ccc(S(=O)(=O)N2CCCCC2)cc1	i	-2	-8	-1	-0.4	2.6	3	28	-1	-5
49	Nc1c(C(=O)NCCN2CCOCC2)c2nc3ccccc3nc2n1-c1ccccc1	-0.8	17	3	11	0.9	·	-8	1	-11	-15
50	CC(NC(=O)c1ccc(N2CCNCC2)c([N+](=O)[O-])c1)C12CC3CC(CC(C3)C1)C2 (centres undefined)	i	·	·	33	4.6	·	-1	-3	-3	11
51	COc1ccc(C2c3c(ncn(CCCO)c3=N)Oc3ccc4ccccc4c32)cc1OC (centres undefined)	-0.2	5	·	23	·	-0.8	2	-23	-9	11
52	CCOC(=O)C1CCN(c2ncnc3c2c(-c2ccccc2)cn3-c2ccccc2)CC1	0.6	-11	-5	9	-0.6	2.0	0	7	-1	-1
53	O=C(Cc1cccs1)NNC(=S)NCc1ccc(Cl)cc1	3.3	-3	1	2	72*	·	3	21	-5	-13
54	O=C(Nc1ccc(N2CCN(C(=O)c3ccco3)CC2)cc1)c1cccnc1Cl	i	-3	-1	-2	1.5	-0.7	4	15	2	1
55	CN1CCN(C(=O)/C(=C/c2cccnc2)NC(=O)c2cccc(Br)c2)CC1	0.6	2	0	9	2.4	1.8	1	17	-10	-8
56	COc1ccc(-c2oc(NC(=O)c3ccc(C)cc3)c(C#N)c2-c2ccc(OC)cc2)cc1	i	3	2	-8	1.1	·	2	-17	-21	-1
57	COc1ccc(NS(=O)(=O)c2cccc(C(=O)O)c2)cc1S(=O)(=O)N1CCOCC1	-2.9	-8	-1	7	-1.5	-0.2	·	·	4	-8
58	O=C(Cn1c(NCCO)nc2ccccc21)c1cccs1	0.5	-5	1	-5	-0.4	·	-2	28	2	-7
59	Clc1ccc(-c2nc(Cc3ccccc3)no2)cc1	·	3	-5	-2	-0.3	-0.2	-1	19	2	-24
60	O=C(CSc1nc(C2CC2)nc2sc3c(c12)CCCC3)NCc1ccco1	-0.4	10	-4	-41	-0.7	·	4	4	-3	1
61	CC(C)CN1C(=O)C(=O)N(CC(=O)N2c3ccccc3NC(=O)CC2C)C1=O (centres undefined)	2.6	-4	?	-26	0.3	0.3	·	·	·	9
62	O=C(Nc1ccc2c(c1)OCCO2)c1ccc(Cl)c(Cl)c1	-0.8	-7	7	13	0.8	1.5	6	1	-2	-6
63	CCCCNC(=O)CSc1nc2cc(OC)c(OC)cc2c(=O)n1Cc1ccc(OC)cc1	-0.2	-2	-2	4	-0.8	·	2	23	4	-3
64	Cc1cc(C)c(C#N)c(Nc2cccc(C)c2C)n1	i	7	3	-2	-0.7	-0.1	-1	8	-2	-15
65	CCO[C@@H]1OC(C(=O)O)=C[C@H](c2ccc3c(c2)OCO3)[C@H]1CCCO	-0.5	7	4	0	-1.3	0.8	0	12	-11	-12
66	CCC(C(=O)Nc1ccccc1F)n1nc(C)c2c(C)n(-c3ccccc3)nc2c1=O (centres undefined)	i	15	1	-1	0.2	-1.1	1	45	-3	-7
67	Cc1nc2ccccn2c1C(=O)N/N=C/c1ccc([N+](=O)[O-])cc1	·	·	·	9	·	·	0	0	-1	i

Source: PubChem BioAssay (several laboratories)
